# Screens deposited in PubChem BioAssay by several laboratories.
# Rpn11 inh = inhibitors of human proteasome Rpn11. O00487. human 26S proteasome, Ub4-pepOG fluorescence polarization; 20S core pre-blocked with epoxomicin. calls only at 20 µM. actives 0.59% (n = 360,000);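 active means inhibition at 20 µM, scaled to each plate's controls, above about 33%, limit read from the data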
# FAS-TE inh = blocks the thioesterase domain of human fatty acid synthase | recombinant FAS-TE, OMFH fluorogenic substrate, fluorescence endpoint | inhibition, % at 15 µM | actives 0.67% (n = 360,000);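 active means compounds whose normalised, plate-corrected inhibition of enzyme fluorescence in the single-dose primary screen is 50% or more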;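 further: 0% = DMSO with enzyme and 100% = substrate without enzyme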
# MT1-MMP act inh = inhibitors of human MT1-MMP activation. P50281. GFP/RFP ratio change, % at 20 µM. actives 0.061% (n = 360,000). HT1080 RFP-PRO-GFP cells, GFP/RFP ratio fluorescence, overnight; percent of plate control window, DMSO zero;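 active means GFP/RFP ratio change of at least 30% with cell ATP level not reduced by more than half and red fluorescence within 50% of control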; further: strong numbers were not always called active
#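 Assay system: HT1080 RFP-PRO-GFP cells | Dosing: 20 µM single dose, 1% DMSO | Incubation: Cells overnight before dosing, compound overnight, 37 °C, 5% CO2 | Evaluation: GFP/RFP fluorescence ratio | Control set: DMSO-only wells and HT1080 RFP-L50D-GFP cell wells as references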
# eLon inh = inhibits E. coli Lon protease; P0A9M0; actives 0.42% (n = 360,000); purified E. coli Lon protease, fluorescence polarization; inhibition, % at 7.94 µM; in the data active means inhibition above about 13%, passing the limit was not always enough;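 further: 0% = enzyme with probe and DMSO and 100% = no enzyme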
# Target sequence (P0A9M0 whole entry, looked up): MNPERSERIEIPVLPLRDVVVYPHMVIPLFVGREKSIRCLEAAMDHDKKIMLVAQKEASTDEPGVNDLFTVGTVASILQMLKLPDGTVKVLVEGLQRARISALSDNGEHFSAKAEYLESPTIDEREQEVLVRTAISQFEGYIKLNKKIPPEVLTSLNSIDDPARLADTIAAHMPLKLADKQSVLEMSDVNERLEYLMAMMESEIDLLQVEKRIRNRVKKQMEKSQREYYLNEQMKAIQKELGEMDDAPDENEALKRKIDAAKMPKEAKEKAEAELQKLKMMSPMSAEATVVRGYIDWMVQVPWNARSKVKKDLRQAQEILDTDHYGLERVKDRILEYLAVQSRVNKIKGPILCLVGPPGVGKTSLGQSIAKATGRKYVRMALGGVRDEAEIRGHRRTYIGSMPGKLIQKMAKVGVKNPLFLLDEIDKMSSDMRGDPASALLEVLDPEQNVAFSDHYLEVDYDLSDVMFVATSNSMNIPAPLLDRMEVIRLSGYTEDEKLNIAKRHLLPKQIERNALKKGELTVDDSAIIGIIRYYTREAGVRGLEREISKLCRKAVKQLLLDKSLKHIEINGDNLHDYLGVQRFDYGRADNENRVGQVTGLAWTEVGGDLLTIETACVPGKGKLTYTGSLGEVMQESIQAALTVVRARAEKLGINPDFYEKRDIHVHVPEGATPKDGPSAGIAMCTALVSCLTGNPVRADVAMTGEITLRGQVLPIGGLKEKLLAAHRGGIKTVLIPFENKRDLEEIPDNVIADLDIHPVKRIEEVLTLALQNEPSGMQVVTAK
# MsrA inhibitor = inhibits bovine methionine sulfoxide reductase A; inhibition, % at 15.5 µM; purified bovine MsrA, absorbance read-out; actives 0.75% (n = 360,000); AID 651718; in the data active means inhibition above about 4.5%;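 further: 0% = vehicle wells with enzyme and 100% = reference inhibitor wells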
# MLLE-PAM2 inh = blocks PAM2 peptide binding to the PABP1 MLLE domain | inhibition, % at 20 µM | actives 0.36% (n = 360,000) | P11940 | GST-MLLE / FITC-PAM2 fluorescence polarization; in the data active means inhibition above about 35%, passing the limit was not always enough;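 further: plate controls were DMSO wells with GST-MLLE for no effect and wells lacking GST-MLLE protein for full effect; some results filed as inactive read as strong as hits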
# Rin1-Abl PPI inh = blocks binding of human Rin1 to Abl; TR-FRET Rin1/Abl binding, biochemical; actives 0.4% (n = 360,000); inhibition, % at 7.35 µM; P00519+Q13671; in the data active means inhibition above about 5%, passing the limit was not always enough
# MsrA act = bovine methionine sulfoxide reductase A activation; purified bovine MsrA, absorbance read-out; activation, % at 10.6 µM; actives 0.3% (n = 360,000); AID 602163; in the data active means activation above about 7.5%;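 further: 0% = vehicle and 100% = reference activator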
# CSN deneddyl inh = inhibitors of human CSN-mediated cullin deneddylation | inhibition, % at 12.5 µM | Q92905 | Purified CSN, SCF-Nedd8-OG deneddylation, fluorescence polarization | AID 651999 | actives 0.38% (n = 360,000);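 active means pattern-corrected inhibition above about 35%, with an unprinted fluorescence ratio check between 0.5 and 1.5, limit read from the data, passing the limit was not always enough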;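 further: 0% = enzyme with substrate and 100% = substrate without enzyme; some results filed as inactive read as strong as hits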
# Target sequence (Q92905 whole entry, looked up, one chain of several): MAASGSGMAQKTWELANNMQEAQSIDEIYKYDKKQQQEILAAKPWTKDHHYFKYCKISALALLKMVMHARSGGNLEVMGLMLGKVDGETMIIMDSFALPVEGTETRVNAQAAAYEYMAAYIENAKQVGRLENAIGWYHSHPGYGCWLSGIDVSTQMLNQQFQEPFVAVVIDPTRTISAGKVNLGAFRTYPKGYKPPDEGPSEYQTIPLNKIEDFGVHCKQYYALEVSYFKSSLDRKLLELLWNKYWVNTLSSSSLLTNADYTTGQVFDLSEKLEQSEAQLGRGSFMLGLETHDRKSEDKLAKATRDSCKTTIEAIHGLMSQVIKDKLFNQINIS
#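 Assay system: purified human Csn5 enzyme expressed in HEK293T cells; Input: 0.24 nM Csn5 enzyme, final concentration; Reagent: 10 nM SCFSkp2-Nedd8OG; Compound dosing: 12.5 µM single point; Times: reaction 90 min, room temperature; Technique: fluorescence polarization readout.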
# Active calls of the source: *; i = inactive.
# Value order: Rpn11 inh	FAS-TE inh	MT1-MMP act inh	eLon inh	MsrA inhibitor	MLLE-PAM2 inh	Rin1-Abl PPI inh	MsrA act	CSN deneddyl inh
> Cc1ccc(OCCN2CCN(C(=O)CCC(=O)Nc3nnc(C(C)C)s3)CC2)cc1
    i	-12	-4	-3	1.6	-2	-1	0	2
> O=C(NCc1ccc2c(c1)OCO2)c1ccc2snnc2c1
    i	20	0	5	0.2	11	2	-3	-4
> O=C(Nc1ccc(C(=O)O)cc1)/C(=C\c1ccco1)NC(=O)c1ccc(Br)cc1
    i	-8	0	-2	5.1*	4	1	-5	7
> Cc1cccc(N(C(=O)CCC(=O)Nc2cc(C)on2)C(C(=O)NC2CCCC2)c2ccncc2)c1 (stereo not given)
    i	-5	-7	3	0.0	0	-3	-3	1
> O=C(c1nc2ccc(Cl)cn2c1CNCC[C@@H]1C[C@@H]2C=C[C@H]1C2)N1CCCCCCC1
    i	6	-5	-1	-0.1	-17	1	-3	6
> C/C(CC(=O)Nc1ccc(N(C)C)cc1)=N\NC(=O)c1ccc(F)cc1
    i	-2	-1	-1	-0.1	-3	0	-5	1
> Cc1ccc(OCC(=O)NCc2ccccn2)c(Br)c1
    i	-7	-2	3	-0.5	-4	2	0	4
> COc1ccccc1-n1c(SCC(=O)NC2CCCC2)nc2cccnc21
    i	-6	2	0	1.3	-10	-1	-2	1
> CCOCCc1c(O)nc(SCC(=O)N2CCOCC2)[nH]c1=O
    i	-5	-4	2	-0.7	28	2	1	-4
> CCOc1ccc(/C=N/NC(=O)C2(O)c3ccccc3-c3ccccc32)cc1
    i	-1	4	-4	0.6	17	3	-1	3

# 2 records drawn at random from the list so far, as already listed:
# Value order: Rpn11 inh	FAS-TE inh	MT1-MMP act inh	eLon inh	MsrA inhibitor	MLLE-PAM2 inh	Rin1-Abl PPI inh	MsrA act	CSN deneddyl inh
> Cc1ccc(OCC(=O)NCc2ccccn2)c(Br)c1
    i	-7	-2	3	-0.5	-4	2	0	4
> COc1ccccc1-n1c(SCC(=O)NC2CCCC2)nc2cccnc21
    i	-6	2	0	1.3	-10	-1	-2	1

# Next section
# Value order: Rpn11 inh	FAS-TE inh	MT1-MMP act inh	eLon inh	MsrA inhibitor	MLLE-PAM2 inh	Rin1-Abl PPI inh	MsrA act	CSN deneddyl inh
> Clc1ccc2nc(-c3ccccc3)c(CC3CCCCC3)n2c1
    i	2	1	9	0.1	14	0	-2	-2
> CC1Cc2ccccc2N1C(=O)C1CCN(S(=O)(=O)Cc2ccccc2)CC1 (stereo not given)
    i	2	3	-5	1.0	4	2	-2	3
> O=C(Nc1ccc(C(=O)N2CCCC2)cc1)c1cccc(C(F)(F)F)c1
    i	-4	3	0	-0.3	-5	1	-7	-3
> CC(C)(C)c1nc(SCC(=O)NNC(=O)c2ccccc2)c2ccccc2n1
    i	0	-1	1	1.6	-1	-2	-7	1
> Cn1nnc2c[n+](CC(=O)c3ccc(Cl)cc3)cc(Br)c21
    i	-4	-8	-24	-0.4	-8	-2	1	-1
> COc1cccc(-c2ncc3ccccc3c2CO)c1
    i	-1	0	-6	-0.3	6	-1	-3	-3
> CC(=O)NCCCC(=O)NC(CCC(=O)OCc1ccccc1)C(=O)OCc1ccccc1 (stereo not given)
    i	-3	2	-3	0.4	-3	3	-2	-6
> O=C(c1ccc2nc3ccccc3c(=O)n2c1)N1CCN(Cc2ccc3c(c2)OCO3)CC1
    i	-2	-5	2	1.5	-16	-5	-4	7
> CN(C)CCCNCCCNC(=O)/C(=N\O)c1ccccn1
    i	-7	-2	-7	1.3	-6	-3	0	0
> COc1cccc(-c2nnn(CC(C)=O)n2)c1
    i	-12	4	-12	-1.4	12	-2	-9	4

# Value order: Rpn11 inh	FAS-TE inh	MT1-MMP act inh	eLon inh	MsrA inhibitor	MLLE-PAM2 inh	Rin1-Abl PPI inh	MsrA act	CSN deneddyl inh
> COC(=O)c1ccccc1NC(=O)CN1CCN(c2ccccn2)CC1
    i	3	3	-1	1.7	-6	3	-1	-6
> CS(=O)(=O)N1CCN(c2ccc(NC(=O)c3ccc(Br)o3)cc2)CC1
    i	-8	5	6	1.1	3	-1	-4	-2
> CC1CCCCC1NC(=O)Cn1c(=O)cnc2ccccc21 (stereo not given)
    i	-6	0	-5	-1.0	-4	-2	-2	-2
> O=C(CCN1C(=O)/C(=C/c2ccccc2Cl)SC1=S)NC1CCS(=O)(=O)C1 (stereo not given)
    i	-3	3	8	0.2	15	0	-2	4
> COc1ccc(OC)c(NC(=O)Cn2nc(C)c3ccccc3c2=O)c1
    i	-3	2	4	1.9	-8	1	-1	-3
> O=C1C=CC(=O)N1c1ccccn1
    i	-6	-2	-8	1.1	36	0	-3	-9
> C[C@H](CO)N1C[C@H](C)[C@@H](CN(C)S(=O)(=O)c2ccccc2)Oc2ccc(NC(=O)NC3CCCCC3)cc2C1=O
    i	3	-4	0	-1.2	6	-4	-6	-5
> COc1ccc(CNc2ccc3c(c2)ncn3-c2ccccc2OC)cc1
    i	3	4	1	0.5	9	2	-7	18
> COc1ccc(CCNc2nc(=O)[nH]nc2C)cc1OC
    i	-7	6	-1	-0.4	-6	-1	-2	0
> CN(CC(=O)NCc1cccnc1)S(=O)(=O)c1ccccc1
    i	-12	1	3	1.4	-17	0	-13	3

# Structures above printed as active in MsrA inhibitor.
Molecule | Rpn11 inh | MT1-MMP act inh | eLon inh | MsrA inhibitor | MLLE-PAM2 inh | Rin1-Abl PPI inh | MsrA act | CSN deneddyl inh
O=C(Nc1ccc(C(=O)O)cc1)/C(=C\c1ccco1)NC(=O)c1ccc(Br)cc1 | i | 0 | -2 | 5.1* | 4 | 1 | -5 | 7

# Entries from the list above that have an NH in an aromatic ring (two):
# Value order: Rpn11 inh	FAS-TE inh	MT1-MMP act inh	eLon inh	MsrA inhibitor	MLLE-PAM2 inh	Rin1-Abl PPI inh	MsrA act	CSN deneddyl inh
> CCOCCc1c(O)nc(SCC(=O)N2CCOCC2)[nH]c1=O
    i	-5	-4	2	-0.7	28	2	1	-4
> COc1ccc(CCNc2nc(=O)[nH]nc2C)cc1OC
    i	-7	6	-1	-0.4	-6	-1	-2	0

# Next part:
# Value order: Rpn11 inh	FAS-TE inh	MT1-MMP act inh	eLon inh	MsrA inhibitor	MLLE-PAM2 inh	Rin1-Abl PPI inh	MsrA act	CSN deneddyl inh
> COC(=O)[C@]1(CC(C)C)N[C@H](c2ccc(-c3ccccc3)cc2)[C@@H]2C(=O)N(C)C(=O)[C@@H]21
    i	23	8	8	0.6	6	1	-2	0
> Cc1c(Cl)cccc1-n1c(SCC(=O)N2CCC(C(=O)O)CC2)nc2ccccc2c1=O
    i	-1	7	3	-1.2	3	0	-2	0
> COc1ccc(-c2cn[nH]c2C)cc1
    i	-6	-9	5	-1.1	9	2	-3	-3
> CCc1ccc(C(O)c2ncc(-c3ccc(Cl)cc3)[nH]2)cc1 (stereo not given)
    i	8	0	-3	0.3	9	-1	-2	0
> O=C(CO/N=C/c1ccc2c(c1)OCO2)Nc1cccc(Br)c1
    i	24	-1	-7	0.9	-2	-2	-4	-1
> COc1ccc(CN(C)CCCn2ccc(NC(=O)OCc3ccccc3)nc2=O)cc1OC
    i	0	2	-1	-0.2	6	15*	-2	1
> CC1(C)NC(=O)N(CC(O)COC2CCCCC2)C1=O (stereo not given)
    i	-9	-2	-5	-0.2	8	3	-9	-1
> CC(=O)N=C(N)Sc1nc2ccccc2[nH]1
    i	0	-2	-1	0.1	3	2	0	0
> Cc1cccc(C(=O)N[C@@H]2c3ccccc3C[C@@H]2O)n1
    i	-9	3	-4	-1.0	3	3	-6	1
> CCOC(=O)CSc1nc2c(sc(=S)n2-c2ccc(OCC)cc2)c(=O)[nH]1
    i	2	-2	3	1.0	18	1	-3	-13

# Molecules from the list above with fluorine:
# Value order: Rpn11 inh	FAS-TE inh	MT1-MMP act inh	eLon inh	MsrA inhibitor	MLLE-PAM2 inh	Rin1-Abl PPI inh	MsrA act	CSN deneddyl inh
> C/C(CC(=O)Nc1ccc(N(C)C)cc1)=N\NC(=O)c1ccc(F)cc1
    i	-2	-1	-1	-0.1	-3	0	-5	1
> O=C(Nc1ccc(C(=O)N2CCCC2)cc1)c1cccc(C(F)(F)F)c1
    i	-4	3	0	-0.3	-5	1	-7	-3

# The list goes on.
# Value order: Rpn11 inh	FAS-TE inh	MT1-MMP act inh	eLon inh	MsrA inhibitor	MLLE-PAM2 inh	Rin1-Abl PPI inh	MsrA act	CSN deneddyl inh
> CN(C)/C=N/c1nc2nccc(-c3ccc(F)cc3)n2n1
    i	0	1	-11	1.6	14	-3	-3	-3
> COC(=O)c1cc(C#N)c(OC)nc1C
    i	0	-2	-4	1.5	-6	5	1	-5
> c1ccc(-c2ccccc2OCCCN2CCCC2)cc1
    i	-10	1	-10	0.0	-4	3	-9	-5
> O=C(COC(=O)c1ccc(Cl)nc1)Nc1ccc2c(c1)OCCO2
    i	-4	1	5	-0.4	-7	1	-2	-2
> Cc1c(C(=O)Nc2ccccc2F)cnn1-c1ccccc1
    i	-2	2	-9	-0.5	3	1	0	-1
> CN(C)C(CNC(=O)CCNC(=O)c1ccc(Br)cc1)c1ccco1 (stereo not given)
    i	-7	-5	6	2.8	4	-2	-5	-1
> CCOc1ccc(CN2C(=O)c3ccccc3C2=O)cc1C(=O)O
    i	-3	4	-8	-0.5	9	2	-4	-1
> Cc1ccc(C(=O)NNC(=O)CSc2nc(N)cc(N)n2)cc1
    i	-8	2	-2	0.3	5	1	-2	0
> CCc1noc(C)c1C(=O)Nc1nc2c(C)cccc2s1
    i	2	-2	-10	1.7	-15	0	-3	5
> Cc1ccc(C(=O)NC(=S)Nc2ccc3[nH]c(=O)[nH]c3c2)cc1C
    i	-13	1	-1	1.5	13	1	-10	-5

# Value order: Rpn11 inh	FAS-TE inh	MT1-MMP act inh	eLon inh	MsrA inhibitor	MLLE-PAM2 inh	Rin1-Abl PPI inh	MsrA act	CSN deneddyl inh
> COc1cc(-c2nnc(SCC(=O)c3cc(C)n(CC4CCCO4)c3C)o2)cc(OC)c1OC (stereo not given)
    i	6	-3	-10	-0.2	-90	-4	-9	1
> C/C(=N\N=C1\NC(=O)C(Cc2ccccc2)S1)c1ccccc1 (stereo not given)
    i	11	-14	-3	-0.3	-2	0	-1	4
> O=S(=O)(NCC1CCCO1)c1ccccc1 (stereo not given)
    i	-6	0	2	1.3	0	1	0	3
> COc1ccc(NC(=O)CSc2nnc(N)s2)c([N+](=O)[O-])c1
    i	-8	-1	6	1.1	12	-8	-6	-7
> CS(=O)(=O)N(CCc1ccccc1)CC(=O)N1CCCCCC1
    i	-3	-3	-6	0.3	-7	-4	-1	1
> O=c1c2ccccc2nc(/C=C/c2cccc([N+](=O)[O-])c2)n1CCCO
    i	24	-1	-8	0.8	-5	-3	-2	-5
> CCCCNc1nc2c(c(=O)[nH]c(=O)n2C)n1CCOc1ccccc1
    i	-3	-3	-1	-0.7	14	3	-1	-2
> Cn1cc(Br)c(NC(=O)/C=C/C(=O)O)n1
    i	-5	0	1	-1.6	-2	-1	-2	-2
> O=C(NNC(=O)c1sccc1-n1cccc1)c1ccc(Cl)cc1
    i	-5	2	-2	1.1	1	-4	-12	2
> O=C(O)CCCC(=O)N1N=C(c2ccco2)CC1c1ccco1 (stereo not given)
    i	-10	5	13	2.2	11	-2	-9	-6
> CC(C)C1OC(c2cccc(NC(=O)c3cccs3)c2)OCC1(C)C (stereo not given)
    i	30	-1	3	-0.4	13	-3	-4	2
> O=C(c1cccc(S(=O)(=O)NCc2ccccc2)c1)N1CCN(Cc2ccccc2)CC1
    i	-2	6	1	-0.1	-7	-1	-3	4
